DENV2 CPE rescue: inhibitors of DENV2 cytopathic effect, primary screen, cell-based, plate reader, single concentration; CPE inhibition, % at 9.99 µM; DENV2-infected cells, cytopathic effect rescue; hit rate 1.7% among 350,000; in the data active = CPE inhibition above about 20%, passing the limit was not always enough; inconclusive = no clear call, values can overlap the other calls; tested in BHK-21 cells;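 note: 0% = median of neutral control wells and 100% = median of positive control wells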
ERp5 inh: inhibitors of ERp5-driven insulin aggregation, primary screen, biochemical, turbidity, absorbance 650 nm, single point; Protein disulfide-isomerase A6 (Homo sapiens), Q15084; 90 min; inhibition, % at 9.99 µM; hit rate 0.05% among 350,000; AID 651711, 2012;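 active = mean replicate inhibition above about 25%, with every replicate also reaching it, limit read from the data, passing the limit was not always enough; inconclusive = only one of those two criteria met; inactive = neither criterion met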
Target sequence (Q15084 whole entry, looked up): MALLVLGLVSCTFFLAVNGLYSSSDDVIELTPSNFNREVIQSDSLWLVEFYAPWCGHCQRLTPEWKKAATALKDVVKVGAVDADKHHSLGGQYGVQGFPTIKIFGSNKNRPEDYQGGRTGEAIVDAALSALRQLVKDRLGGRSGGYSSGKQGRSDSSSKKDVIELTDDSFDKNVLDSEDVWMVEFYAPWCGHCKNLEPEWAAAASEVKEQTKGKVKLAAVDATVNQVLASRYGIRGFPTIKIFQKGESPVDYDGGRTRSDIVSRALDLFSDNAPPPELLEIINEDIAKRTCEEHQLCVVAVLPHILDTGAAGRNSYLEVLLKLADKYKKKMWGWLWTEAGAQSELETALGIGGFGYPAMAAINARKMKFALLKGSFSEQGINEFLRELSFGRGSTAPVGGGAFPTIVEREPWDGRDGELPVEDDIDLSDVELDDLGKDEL
E-sel inducer: E-selectin induction in HUVECs, primary screen, imaging, HUVEC, immunofluorescence imaging, single point; activation, % at 7.58 µM; normalized: neutral wells 0, TNF-alpha wells 100; P16581; hit rate 0.37% among 260,000;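 active = mean E-selectin-positive cell signal at least 10% of the positive control, reached in at least 60% of replicates, without over 20% cell loss; inconclusive = no rule given, readout overlaps actives, possibly toxicity-flagged; inactive = the rest, including those meeting only one limit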;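 note: in these data hits start at about 27%; measured in HUVEC primary endothelial cells; signal is the percent of cells scored E-selectin positive by PE staining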
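Read-out basis: % PE-positive cells; Test system: HUVEC primary endothelial cells; Technique: immunofluorescence imaging; Dosing: single-point compound dose.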
PglD DTNB: C. jejuni PglD acetyltransferase inhibitors, primary screen, biochemical, DTNB colorimetric, single point; UDP-N-acetylbacillosamine N-acetyltransferase PglD (Campylobacter jejuni); purified PglD enzyme, DTNB colorimetric CoA detection; inhibition, % at 12.5 µM; hit rate 0.098% among 360,000; AID 602405, 2012; in the data active = inhibition above about 16%, passing the limit was not always enough; inconclusive = no clear call, values can overlap the other calls; note: strong numbers were not always called active
S100A4 inh HTS: inhibitors of S100A4-myosin IIA peptide binding, primary screen, biochemical, fluorescence polarization, TAMRA-MyoIIA peptide | Protein S100-A4 (Homo sapiens), P26447 | inhibition, % at 10.7 µM | hit rate 0.14% among 360,000 | AID 652163, 2013;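 active = mean inhibition of at least 70% across replicates, with every replicate also reaching that level; inconclusive = mean inhibition reaches 70% but some replicates fall short; inactive = mean inhibition below 70%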
Target sequence (P26447 whole entry, looked up): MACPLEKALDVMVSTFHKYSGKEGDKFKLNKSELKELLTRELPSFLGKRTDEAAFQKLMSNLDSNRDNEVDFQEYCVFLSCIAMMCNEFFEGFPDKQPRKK
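Test system – S100A4 monomer (human) · Compound – single-point compound testing · Schedule – 5 min incubation before reading · Probe or stimulus – TAMRA-labelled myosin IIA heavy-chain peptide probe, 5 nM · Benchmarks – neutral control DMSO, positive control TFP · Medium – Calcium-containing HEPES buffer, pH 7.2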
Statin myotox sup: suppressors of statin myotoxicity in C2C12 myotubes, primary screen, cell-based, single point, plate reader; C2C12 myotubes + simvastatin, ATP luminescence, 48 h; scaled: DMSO 0, geranylgeraniol control 100; rescue of ATP level, % at 7.49 µM; hit rate 0.78% among 330,000;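 active = mean ATP rescue above about 67%, or every replicate alone reaching that limit, limit read from the data, passing the limit was not always enough; inconclusive = no clear call, values can overlap the other calls; inactive = mean under the limit and some replicate under it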;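 note: myotubes were challenged with 10 µM simvastatin during compound exposure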
SIRT5 block: SIRT5 desuccinylase inhibitors, primary screen, biochemical, fluorescence imaging, single point, set 5. inhibition, % at 15 µM. hit rate 1.1% among 330,000. Purified SirT5, succinyl-peptide AMC, trypsin-coupled fluorescence. AID 652115, 2013; in the data active = inhibition above about 15%; inconclusive = no clear call, values can overlap the other calls
Target sequence (Q9NXA8 whole entry, looked up): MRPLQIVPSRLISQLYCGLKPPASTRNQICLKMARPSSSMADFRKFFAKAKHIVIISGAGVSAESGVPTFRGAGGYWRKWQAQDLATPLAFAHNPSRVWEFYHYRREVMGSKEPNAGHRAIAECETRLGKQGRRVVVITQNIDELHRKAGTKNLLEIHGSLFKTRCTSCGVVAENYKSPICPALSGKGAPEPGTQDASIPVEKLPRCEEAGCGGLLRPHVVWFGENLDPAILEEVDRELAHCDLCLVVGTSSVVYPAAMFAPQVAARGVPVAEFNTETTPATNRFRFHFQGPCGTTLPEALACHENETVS
An asterisk follows results filed as active; ? = inconclusive; . = not tested or not shown; & = joins results of further samples. This is a subset; count on the stated rates, not on these rows.

Each structure is followed by: DENV2 CPE rescue, ERp5 inh, E-sel inducer, PglD DTNB, S100A4 inh HTS, Statin myotox sup, SIRT5 block
O=C(CCN1C(=O)S/C(=C\c2ccccc2)C1=O)N1CCCCC1
    0, 0, -0.3, 3, -2, 22, 6
O=C(NCCN1CCOCC1)C(=O)NCc1ccc2c(c1)OCO2
    -1, 0, ., ., -5, 10, -1
Cc1cc(=O)oc2c1c(C)nn2-c1cccc(Cl)c1
    5, 0, 8.6, -1, 0, 3, -1
Cc1c(C(=O)N2CCN(C)CC2)oc2c1C(=O)CC(C)(C)C2
    -6, 8, ., 7, -2, -5, 1
CCOc1ccccc1CNC(=O)C1CCN(C(=O)N2CC(C)Oc3ccc(C)cc32)CC1 (centres undefined)
    -5, 0, -0.7, 2, -3, -7, 1
Cc1nnc(NC(=O)CCSCCC(=O)Nc2nnc(C)s2)s1
    -6, 2, ., ., 4, 1, -4
C[C@H](CO)N1C[C@H](C)[C@@H](CN(C)C(=O)Nc2ccc3c(c2)OCO3)Oc2ccc(NC(=O)Nc3ccc(F)cc3)cc2CC1=O
    23*, 1, -1.4, 0, 7, -13, -1
OC(COCc1ccc2c(c1)OCO2)CN1CCC(Cc2ccccc2)CC1 (centres undefined)
    -6, 2, 0.4, ., 2, ., -1
O=C(NC(Cc1c[nH]c2ccccc12)C(=O)O)OCC1c2ccccc2-c2ccccc21 (centres undefined)
    12, 5, 0.1, ., 3, ., 6
O=C1CC(c2ccccc2)CC(O)=C1C=NCCN1CCN(Cc2ccccc2)CC1 (centres undefined)
    1, -10, -0.3, ., 3, ., 0
Cc1c(OC(C)C(=O)NCc2ccncc2)ccc2c3c(c(=O)oc12)CCC3 (centres undefined)
    2, 1, ., 0, 0, 2, -10
O=C(CC1SC(=Nc2ccccc2F)N(CCN2CCOCC2)C1=O)Nc1ccc(F)cc1F (centres undefined)
    ., -1, -1.7, ., 2, ., .
CCN(CC(=O)NCc1ccc(Cl)cc1)C(=O)c1ccc(S(=O)(=O)NCc2ccco2)cc1
    1, 10, ., -1, 5, ., -2
Cc1ccc(CSc2nnc3c(n2)OC2(Nc4ccccc4-3)C(=O)Nc3ccc(F)cc32)cc1 (centres undefined)
    -4, -5, ., 0, 3, 9, -1
CCN1C(=O)[C@H]2[C@@H](c3ccc(C)cc3)N3C(=O)N(c4cccc(Cl)c4)C(=O)[C@@]3(CC(C)C)[C@H]2C1=O
    -11, 3, -0.1, 2, -2, 1, .
Cc1ccc(OC(=O)N(C)C[C@@H]2OCc3ccccc3-c3ccccc3C(=O)N([C@@H](C)CO)C[C@H]2C)cc1
    6, -4, -0.3, 0, 13, 26, 7
CO[C@H]1CN(C)C(=O)c2ccc(NC(=O)C3CC3)cc2OC[C@H](C)N(Cc2cccc(F)c2)C[C@H]1C
    ., ., 0.1, 5, ., 1, .
COc1ccc(C(=O)N=S2CCN(C(=O)c3ccc(Cl)cc3)CC2)cc1
    -6, 5, 4.0, 2, -5, ., -4
O=C(C[C@@H]1CC[C@@H]2[C@H](COC[C@@H](O)CN2S(=O)(=O)c2cccc(Cl)c2)O1)Nc1ccccc1
    -5, 1, 0.5, -2, -7, 1, 1
CC(=O)c1ccc(NC(=O)CN2C(=O)/C(=C/C=C/c3ccccc3)SC2=S)cc1
    -6, 3, ., 2, -1, ., -4
O=C(C[C@H]1C[C@H]2c3cc(NC(=O)C4CCC4)ccc3O[C@H]2[C@H](CO)O1)NCCc1ccccc1
    4, 2, 0.6, 1, -12, 2, -2
CN(C(=O)COC(=O)c1ccc(S(=O)(=O)N2CCOCC2)cc1)C1CCCCC1
    -2, -1, -0.1, ., -4, ., -4
CC1(C)CCC(C)(C)NC(=S)N1
    -2&5, 2&-8, ., -2, 0&-2, -1, -3&-9
CSc1ccc(CCNC(=O)CCc2nnc3ccc(NCCCN4CCCC4=O)nn23)cc1
    -8, -9, ., ., 1, 1, 0
COc1ccc(C)cc1N(CC(=O)Nc1cccnc1)S(=O)(=O)c1ccccc1
    -9, -6, 0.1, ., 1, ., 14
COC(=O)c1ccc(NC(=O)C2CCCN2C(=O)Nc2cccc(C(C)=O)c2)cc1 (centres undefined)
    3, -3, ., -3, -3, 0, -1
CC(C)(C)c1nnc2sc(SCC(=O)N3CCCCC3)nn2c1=O
    -9, 0, -0.2, -1, 1, 2, -1
Cc1ccc(/C=N/NC(=O)CSc2nc3ccccc3[nH]2)o1
    0, 1, ., -6, -2, 0, 13
CCC(=O)N1CC2(C1)[C@H](c1ccc(-c3ccccc3C)cc1)[C@@H](CO)N2C(C)=O
    -4, -3, 9.9, ., 1, ., -2
CSCCC(NS(=O)(=O)c1ccc(C)cc1)C(=O)N1CCN(S(=O)(=O)c2ccc(F)cc2)CC1 (centres undefined)
    4, 2, ., -6, -3, -7, 1

Complete entries, quoted from the list. Order of screens: DENV2 CPE rescue	ERp5 inh	E-sel inducer	PglD DTNB	S100A4 inh HTS	Statin myotox sup	SIRT5 block
O=C(C[C@H]1C[C@H]2c3cc(NC(=O)C4CCC4)ccc3O[C@H]2[C@H](CO)O1)NCCc1ccccc1 is listed with 4	2	0.6	1	-12	2	-2
CC1(C)CCC(C)(C)NC(=S)N1 is listed with -2&5	2&-8	.	-2	0&-2	-1	-3&-9
O=C(C[C@@H]1CC[C@@H]2[C@H](COC[C@@H](O)CN2S(=O)(=O)c2cccc(Cl)c2)O1)Nc1ccccc1 is listed with -5	1	0.5	-2	-7	1	1

Following part
Each structure is followed by: DENV2 CPE rescue, ERp5 inh, E-sel inducer, PglD DTNB, S100A4 inh HTS, Statin myotox sup, SIRT5 block
CN(C)C(CNC(=O)c1ccc(NS(=O)(=O)c2cccc([N+](=O)[O-])c2)cc1)c1ccco1 (centres undefined)
    ?, -4, -0.2, 1, 10, -4, 4
CCn1cc(C(=O)NC2CCCCCC2)c(=O)c2ccc(C)nc21
    0, 0, ., -2, -9, 7, -1
Cc1noc(C)c1NC(=O)Nc1ccc2c(c1)C(=O)N([C@@H](C)CO)C[C@@H](C)[C@@H](CN(C)Cc1ccc(C(=O)O)cc1)O2
    ?, 0, -4.7, -8, -37, -34, -10
CNC(=S)Nc1cccc(-c2cnc3ccccc3n2)c1
    -8, -10, -0.1, -4, -6, 7, -3
Cc1nn(C(=O)c2ccc([N+](=O)[O-])cc2)c(C)c1Br
    2, 0, 1.1, -2, -3, -3, -6
CN(CCOc1ccc(Cl)cc1)CC(O)c1ccccc1 (centres undefined)
    -1, 4, 0.0, 6, -2, 4, -9
O=C(NC1CC1)C(=O)c1c(-c2ccccc2)[nH]c2ccccc12
    4, -1, 3.1, -1, 4, -24, 3
COc1cc(C=O)ccc1Oc1ccc(S(=O)(=O)N2CCOCC2)cc1[N+](=O)[O-]
    11, 1, 0.4, 6, 8, -12, .
CC(C)(C#N)NC(=O)C1CCCN1S(=O)(=O)c1ccc2ccccc2c1 (centres undefined)
    6, -2, ., 1, 1, 0, -1
Fc1cccc(Cl)c1/C=N/n1c(-c2cccnc2)n[nH]c1=S
    -4, 3, 0.3, ., -2, ., -2
CC(=O)N1CC(C)Oc2ccc(S(=O)(=O)Nc3ccc(Cl)cn3)cc21 (centres undefined)
    10, -2, ., -6, 0, 11, -1
Cc1c(C(c2cccs2)c2c(C)n(C)n(-c3ccccc3)c2=O)c(=O)n(-c2ccccc2)n1C
    6, -4, -0.1, ., 3, 0, 1
O=C(NN1CCCCC1)c1ccccc1
    -7, 2, ., -1, -2, ., -1
CC1=C(C#N)C(/C=N/OCc2ccc(F)cc2Cl)CC(=O)N1 (centres undefined)
    9, 1, ., ., 1, ., -2
CCS(=O)(=O)N[C@H]1CC[C@H](CC(=O)Nc2ccc(-c3ccccc3)cc2)O[C@@H]1CO
    3, -1, 0.2, 5, 2, 12, -2
C[C@@H]1CN([C@@H](C)CO)C(=O)Cc2cc(NC(=O)C3CC3)ccc2O[C@H]1CN(C)Cc1ccc2c(c1)OCO2
    13, 2, -5.5, -1, -18, -31, -8
CCCNC(=O)N(C)C[C@H]1Oc2cc(C#Cc3ccccn3)ccc2S(=O)(=O)N([C@H](C)CO)C[C@H]1C
    -4, 3, 0.1, 4, 11, 3, ?
C[C@@H]1CN([C@@H](C)CO)C(=O)c2cccc(NS(=O)(=O)c3ccccc3)c2O[C@H]1CN(C)C(=O)Nc1ccc(C(F)(F)F)cc1
    3, -3, -0.2, -1, -32, -10, 10
O=C(O)/C(=C\c1cccc([N+](=O)[O-])c1)c1ccc(S(=O)(=O)N2CCCCC2)s1
    7, -3, -0.2, ., 1, ., 1
COc1ccc([N+](=O)[O-])cc1NC(=O)C1CCCCC1C(=O)O (centres undefined)
    -7, 6, ., -3, -4, ., -5
CCOC(=O)CCc1c(C)nc(SCc2ccc(C(=O)O)cc2)c(C#N)c1C
    0, -2, -0.8, 5, -6, -32, -1
COc1ccc(-c2c(C)nn3c(N)c(-c4ccccc4)cnc23)cc1OC
    -9, 0, 0.0, 7, -7, -42, -2
Cc1sc2ccccc2c1CNC[C@H]1O[C@@H](n2ccc(=O)[nH]c2=O)[C@H](O)[C@@H]1O
    1, 4, 0.0, -9, -4, 2, -2
O=C1Nc2ccccc2/C1=C/c1cccnc1
    2, -1, ., ., 0, ., -5
CC[C@]12c3[nH]c4cc(CCC(=O)N(C)C)ccc4c3CCN1C(=O)[C@@H](CC(=O)NCc1ccco1)C[C@@H]2C(=O)N1CCN(C(=O)c2ccco2)CC1
    -4, 3, 0.3, 2, 4, 1, 1
O=C(c1ccc(CS(=O)(=O)c2ccccc2)o1)N1CCOCC1
    4, -3, ., -1, 1, 19, .
CC1=NN(c2ccc(C)cc2)C(=O)/C1=C/c1ccc(-c2cc([N+](=O)[O-])ccc2O)o1
    2, 0, ., 4, -5, -18, 4
Cc1cccc(NC(=O)CNC(=O)COC(=O)c2ccco2)c1C
    -4, 2, 1.1, 1, 0, 1, -4
COc1ccccc1CNC(=O)C[C@@H]1C=C[C@@H](NC(=O)CN(C)C)[C@@H](CO)O1
    -4, 2, 0.6, 3, 11, 1, 1
O=C(COc1ccc(Cl)cc1)N/N=C/c1cccc2cccnc12
    5, 2, 1.2, 2, -2, -4, -1
COc1ccccc1-c1nc(S(=O)(=O)c2ccccc2)c(N2CCOCC2)o1
    9, -4, ., 2, 3, 5, 1
COc1ccc(CCNC(=O)CSc2nnc3ccc(-c4ccccn4)nn23)cc1
    12, -1, -0.3, -2, -14, 3, -2
Cc1cc(C)c2c(c1)/C(=N/Nc1ccc(S(N)(=O)=O)cc1[N+](=O)[O-])CCC2
    5, -2, 0.3, ., 7, -13, -2
CSc1ccccc1NS(=O)(=O)c1cccc2nonc12
    -1, 3, -0.2, -2, -3, 7, -2
COCC(=O)N1[C@H](CO)[C@H](c2ccccc2-c2cccc(OC)c2)[C@@H]1C#N
    -4, -7, 0.0, ., -10, ., -2
C[C@H](CO)N1C[C@H](C)[C@@H](CN(C)C)Oc2ncc(-c3cccc(C(=O)N(C)C)c3)cc2C1=O
    -6, 3, 0.1, 5, -2, 2, 0
O=C(CSc1nnc(Cc2ccccc2)o1)N1CCCc2ccccc21
    ., 4, ., -6, 10, -10, -4
CC(C)NC(=O)c1cc2c(-c3ccc(Cl)cc3)nn(C)c2s1
    -5, -2, ., -1, -9, -49, .
C=CCNC(=O)[C@H]1[C@@H]2C(=O)O[C@@H](c3ccccc3)[C@@H](c3ccccc3)N2[C@@H](c2ccccc2OCCO)[C@]12C(=O)N(C(=O)OCCOC)c1ccccc12
    -3, -2, ., 6, 0, ., 13
CCCSc1nc2c(c(=O)[nH]c(=O)n2C)n1Cc1ccccc1
    -1, 3, ., 5, -8, 1, 1
